Bcl-B Bim block: inhibitors of Bim-Bcl-B binding, primary screen, biochemical, multiplexed, human Bcl-2 family; 190,000 tested, 0.073% active; bead-based flow cytometry, Bim peptide-Bcl-B binding; inhibition, % at 10 µM; Bcl-2-like protein 10 (Homo sapiens), Q9HD36;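 note: 0% = tracer peptide without compound and 100% = reference inhibitor peptide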
Target sequence (Q9HD36 whole entry, looked up): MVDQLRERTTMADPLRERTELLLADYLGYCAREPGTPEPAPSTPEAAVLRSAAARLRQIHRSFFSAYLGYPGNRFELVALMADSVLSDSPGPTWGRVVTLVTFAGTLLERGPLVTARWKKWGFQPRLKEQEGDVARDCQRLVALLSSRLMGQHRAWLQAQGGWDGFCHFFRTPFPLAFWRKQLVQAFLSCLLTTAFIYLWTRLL
ABCG2 block: ABCG2 efflux pump inhibitors, primary screen, multiplex with ABCB1, IgMXP3 cells, flow cytometry; Broad substrate specificity ATP-binding cassette transporter ABCG2 (Homo sapiens), Q9UNQ0; JC-1 efflux; inhibition, % at 6.6 µM; 190,000 tested, 0.1% active;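 active = inhibition above 80%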;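 note: 0% = DMSO and 100% = nicardipine control wells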
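Test system: ABCG2 IgMXP3 and barcoded ABCB1 CCRF-Adr cell mix; Schedule: cells with compound and JC-1, 10 min at 25 °C, rotating, no wash; Technique: flow cytometry of retained JC-1 fluorescence; Measure: % inhibition of efflux relative to nicardipine and DMSO; Controls: nicardipine high and DMSO low controls.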
GSH bead fluor: compound fluorescence on glutathione beads, profiling panel, artefact control, biophysical, 488/530 nm, flow cytometry. 190,000 tested, 0.25% active. GSH beads flow cytometry, compound fluorescence 488/530 nm; hits give high values. fluorescence (KMESF) at 10 µM; in the data active = fluorescence above about 89;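 note: glutathione beads carrying GST-tagged Bcl family fusion proteins plus one bare bead set; values are compound well signal with DMSO vehicle wells as background; inactives centre near 16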
Avidin bead fluor: green autofluorescence of compounds with avidin beads – biophysical, 488/530 nm, flow cytometry, artefact control, profiling panel; compound fluorescence 488/530 nm; hits give high values; fluorescence (KMESF) at 10 µM; 220,000 tested, 0.38% active; AID 1775, 2009; in the data active = fluorescence above about 47; note: inactives centre near 10
Bim-Bfl-1: inhibitors of Bim binding to Bfl-1, primary screen, biochemical, multiplexed, bead-based flow cytometry. Bcl-2-related protein A1 (Homo sapiens), Q16548. Bim-Bfl-1 binding inhibition. inhibition, % at 10 µM. 190,000 tested, 0.12% active;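 note: 0% = wells without compound plus tracer and 100% = blocker peptide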
ABCB1 inh: ABCB1 efflux pump inhibitors, primary screen, cell-based, multiplex, flow cytometry, ABCG2 counter-screen; ATP-dependent translocase ABCB1 (Homo sapiens), P08183; CCRF-Adr cells, JC-1 efflux; inhibition, % at 6.6 µM; 190,000 tested, 0.067% active; AID 1326, 2008; in the data active = inhibition above about 40%;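 note: 0% = vehicle and 100% = reference inhibitor; higher value means more JC-1 retained so stronger ABCB1 efflux block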
Bcl-2 Bim block: inhibitors of Bim-Bcl-2 binding, primary screen, biochemical, multiplexed, human Bcl-2 family. Bead-based flow cytometry, Bim peptide-Bcl-2 binding. inhibition, % at 10 µM. AID 950, 2007. 190,000 tested, 0.06% active; in the data active = inhibition above about 40%; inconclusive = no clear call, values can overlap the other calls;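 note: 0% = no compound wells with probe peptide and 100% = reference peptide inhibitor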
RGS7-Gao: RGS7-Galphao binding modulators, primary screen, biochemical, multiplexed bead flow cytometry. 220,000 tested, 0.35% active. AID 1439, 2008. binding response (% of control), % at 10 µM. Guanine nucleotide-binding protein G(o) subunit alpha (Homo sapiens), P09471. actives lie on both sides; in the data active = binding response below about 49% or above about 150%; inconclusive = no clear call, values can overlap the other calls; inactive = in between;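 note: fluorescent Galphao held in activated GDP-AlF4 state binding bead-coupled RGS7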
Target sequence (P09471 whole entry, looked up): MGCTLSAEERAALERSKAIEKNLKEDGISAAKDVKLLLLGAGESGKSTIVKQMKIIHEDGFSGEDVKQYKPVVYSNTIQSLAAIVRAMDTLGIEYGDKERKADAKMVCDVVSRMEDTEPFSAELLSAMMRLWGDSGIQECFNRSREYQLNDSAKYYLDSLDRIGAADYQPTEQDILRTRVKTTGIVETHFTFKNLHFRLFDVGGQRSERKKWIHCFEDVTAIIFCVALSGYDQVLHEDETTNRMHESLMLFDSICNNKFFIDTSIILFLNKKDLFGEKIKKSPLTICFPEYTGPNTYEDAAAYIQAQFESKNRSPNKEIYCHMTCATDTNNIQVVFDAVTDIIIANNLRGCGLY
Bcl-W Bim block: inhibitors of Bim binding to Bcl-W, primary screen, biochemical, multiplexed, bead-based flow cytometry; Bcl-2-like protein 2 (Homo sapiens), Q92843; Bim peptide-Bcl-W binding; inhibition, % at 10 µM; 190,000 tested, 0.02% active; AID 952, 2007;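 note: 0% = bound tracer without compound and 100% = peptide blocker; higher means less fluorescent Bim peptide bound to Bcl-W beads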
Target sequence (Q92843 whole entry, looked up): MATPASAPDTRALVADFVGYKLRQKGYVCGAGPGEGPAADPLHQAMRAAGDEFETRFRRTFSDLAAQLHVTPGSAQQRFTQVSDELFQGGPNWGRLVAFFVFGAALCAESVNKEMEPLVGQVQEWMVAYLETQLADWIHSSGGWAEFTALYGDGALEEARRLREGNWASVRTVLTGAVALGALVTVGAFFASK
Bim-Bcl-XL: inhibitors of Bim-Bcl-XL binding, primary screen, biochemical, multiplexed, bead flow cytometry, human Bcl-XL. Bcl-2-like protein 1 (Homo sapiens), Q07817. AID 1007, 2008. Bim peptide-Bcl-XL binding, fluorescence. inhibition, % at 10 µM. 190,000 tested, 0.04% active
Target sequence (Q07817 whole entry, looked up): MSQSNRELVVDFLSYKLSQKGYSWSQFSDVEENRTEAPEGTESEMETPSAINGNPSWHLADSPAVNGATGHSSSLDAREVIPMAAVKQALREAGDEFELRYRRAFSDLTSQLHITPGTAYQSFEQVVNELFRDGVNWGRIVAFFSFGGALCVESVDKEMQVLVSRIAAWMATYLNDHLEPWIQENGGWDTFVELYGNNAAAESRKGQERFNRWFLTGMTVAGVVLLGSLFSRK
RGS4-Gao reg: modulators of RGS4 binding to Galphao, primary screen, biochemical, multiplexed bead flow cytometry; actives lie on both sides; binding response (% of control), % at 10 µM; Guanine nucleotide-binding protein G(o) subunit alpha (Homo sapiens), P09471; 220,000 tested, 0.33% active; in the data active = binding response below about 49% or above about 150%; inactive = in between;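 note: fluorescent Galphao activated with aluminum fluoride binding bead-coupled RGS4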
* marks the source's active call; other numbers are inactive results. Cut-off read from the data, not from the text of the source, unless noted: active = inhibition above about 40%.

For COCCNC(=O)C(c1ccc(C)o1)N(C(=O)Cn1nnc2ccccc21)c1ccccc1 (stereo unspecified) the results were Bcl-B Bim block 0, ABCG2 block -1, GSH bead fluor 9, Avidin bead fluor 8, Bim-Bfl-1 -5, ABCB1 inh 0.1, Bcl-2 Bim block -1, RGS7-Gao 102, Bcl-W Bim block 0, Bim-Bcl-XL -1 and RGS4-Gao reg 105.
Nc1ccc(N(c2ccccc2)c2ccc(N)cc2)cc1 was read as Bcl-B Bim block -6, ABCG2 block -2, GSH bead fluor 15, Avidin bead fluor 28, Bim-Bfl-1 24, ABCB1 inh -0.4, Bcl-2 Bim block 5, RGS7-Gao 82, Bcl-W Bim block 10, Bim-Bcl-XL 0 and RGS4-Gao reg 85.
For O=C(O)CCNc1cc2ccccc2cc1C(=O)O the results were Bcl-B Bim block -3, ABCG2 block -1, GSH bead fluor 255*, Avidin bead fluor 6, Bim-Bfl-1 -7, ABCB1 inh -0.1, Bcl-2 Bim block -2, RGS7-Gao 102, Bcl-W Bim block 1, Bim-Bcl-XL 3 and RGS4-Gao reg 105.
CC1(C)C(N(O)C(=O)Nc2ccccc2)N(c2cccc(Cl)c2)C(=O)N1O (stereo unspecified) was read as Bcl-B Bim block -7, ABCG2 block 1, GSH bead fluor 48, Avidin bead fluor 6, Bim-Bfl-1 -10, ABCB1 inh 0.5, Bcl-2 Bim block -6, RGS7-Gao 100, Bcl-W Bim block 5, Bim-Bcl-XL -11 and RGS4-Gao reg 102.
`COc1ccccc1NC(=O)CSc1nc(N)cc(N)n1` gave Bcl-B Bim block -11, ABCG2 block -1, GSH bead fluor 38, Avidin bead fluor 16, Bim-Bfl-1 -7, ABCB1 inh 0.2, Bcl-2 Bim block -13, RGS7-Gao 102, Bcl-W Bim block -5, Bim-Bcl-XL -15 and RGS4-Gao reg 102.
Screening CC(C)(C)CC(=O)NCc1cccs1 returned Bcl-B Bim block -4, ABCG2 block 0, GSH bead fluor 16, Avidin bead fluor 7, Bim-Bfl-1 2, ABCB1 inh -0.2, Bcl-2 Bim block -3, RGS7-Gao inconclusive, Bcl-W Bim block -1, Bim-Bcl-XL -2 and RGS4-Gao reg 93.
For Cc1nc(N2CCN(S(=O)(=O)c3ccc(Br)cc3)CC2)c2c(C)c(C)sc2n1 the results were Bcl-B Bim block -1, ABCG2 block 0, GSH bead fluor 48, Avidin bead fluor 9, Bim-Bfl-1 -17, ABCB1 inh 0.4, Bcl-2 Bim block -6, RGS7-Gao 97, Bcl-W Bim block -9, Bim-Bcl-XL -6 and RGS4-Gao reg 94.
Cc1ccc(-n2nc(C)c(C3(O)C(=O)N(C)c4ccccc43)c2N)cc1 (stereo unspecified) was read as Bcl-B Bim block -6, ABCG2 block 5, GSH bead fluor 16, Avidin bead fluor 7, Bim-Bfl-1 -13, ABCB1 inh 1.5, Bcl-2 Bim block -10, RGS7-Gao 98, Bcl-W Bim block -3, Bim-Bcl-XL -7 and RGS4-Gao reg 97.
For COc1ccc(NC(=O)c2ccco2)c(NC(=O)Cc2cccs2)c1 the results were Bcl-B Bim block -4, ABCG2 block 6, GSH bead fluor 22, Avidin bead fluor 10, Bim-Bfl-1 -5, ABCB1 inh 0.5, Bcl-2 Bim block 2, RGS7-Gao 97, Bcl-W Bim block -1, Bim-Bcl-XL -8 and RGS4-Gao reg 99.
`CCC(=NCCc1c(C)[nH]c2ccc(OC(F)(F)F)cc12)C1=C(O)CC(c2ccccc2)CC1=O` (stereo unspecified) gave Bcl-B Bim block -27, ABCG2 block 6, GSH bead fluor 12, Avidin bead fluor 21, Bim-Bfl-1 -2, ABCB1 inh 1.7, Bcl-2 Bim block 0, RGS7-Gao 101, Bcl-W Bim block 1, Bim-Bcl-XL -2 and RGS4-Gao reg 107.
Cn1c(C(=O)O)cnc1Sc1ncc(C(F)(F)F)cc1Cl was read as Bcl-B Bim block -3, ABCG2 block -1, GSH bead fluor 9, Avidin bead fluor 11, Bim-Bfl-1 -4, ABCB1 inh 0.0, Bcl-2 Bim block -4, RGS7-Gao 97, Bcl-W Bim block -2, Bim-Bcl-XL -2 and RGS4-Gao reg 100.
For CCN(Cc1ccccc1)Cc1c(F)cccc1F the results were Bcl-B Bim block -9, ABCG2 block 0, GSH bead fluor 28, Avidin bead fluor 10, Bim-Bfl-1 -14, ABCB1 inh 0.0, Bcl-2 Bim block -9, RGS7-Gao 100, Bcl-W Bim block 0, Bim-Bcl-XL -7 and RGS4-Gao reg 103.
O=C(NNc1nc2c(F)cccc2s1)C1COc2ccccc2O1 (stereo unspecified) was read as Bcl-B Bim block -3, ABCG2 block -1, GSH bead fluor 11, Avidin bead fluor 23, Bim-Bfl-1 -7, ABCB1 inh -0.2, Bcl-2 Bim block -2, RGS7-Gao 106, Bcl-W Bim block 0, Bim-Bcl-XL -1 and RGS4-Gao reg 102.
O=C1C(=O)N(CCN2CCOCC2)C(c2ccccn2)/C1=C(/O)c1ccc(Cl)cc1 (stereo unspecified) was read as Bcl-B Bim block -3, ABCG2 block 1, GSH bead fluor 21, Avidin bead fluor 36, Bim-Bfl-1 -10, ABCB1 inh 0.5, Bcl-2 Bim block -8, RGS7-Gao 100, Bcl-W Bim block -6, Bim-Bcl-XL -7 and RGS4-Gao reg 102.
For Oc1oc(-c2ccc(Br)cc2)nc1C=Nc1ccc(Br)cn1 the results were Bcl-B Bim block 0, ABCG2 block 0, GSH bead fluor 13, Avidin bead fluor 22, Bim-Bfl-1 -5, ABCB1 inh -0.5, Bcl-2 Bim block -3, RGS7-Gao 138, Bcl-W Bim block 1, Bim-Bcl-XL -1 and RGS4-Gao reg 134.
Screening O=C(NCCN1CCOCC1)C1CCN(S(=O)(=O)N2CCCCC2)CC1 returned Bcl-B Bim block -6, ABCG2 block 6, GSH bead fluor 19, Avidin bead fluor 30, Bim-Bfl-1 -15, ABCB1 inh 0.3, Bcl-2 Bim block -3, RGS7-Gao 102, Bcl-W Bim block -1, Bim-Bcl-XL -7 and RGS4-Gao reg 102.
CCCn1c(SCC(=O)c2ccc(CC)cc2)n[nH]c1=O was read as Bcl-B Bim block -1, ABCG2 block -5, GSH bead fluor 30, Avidin bead fluor 9, Bim-Bfl-1 3, ABCB1 inh -7.6, Bcl-2 Bim block 2, RGS7-Gao 96, Bcl-W Bim block 0, Bim-Bcl-XL 0 and RGS4-Gao reg 97.
`COCCSc1ccccc1C(=O)Nc1cc(C)on1` gave Bcl-B Bim block -10, ABCG2 block 1, GSH bead fluor 10, Avidin bead fluor 10, Bim-Bfl-1 -7, ABCB1 inh 0.3, Bcl-2 Bim block -6, RGS7-Gao 88, Bcl-W Bim block 0, Bim-Bcl-XL -2 and RGS4-Gao reg 90.
Screening c1ccc(CCN2CN(CCCN3CCOCC3)c3nc4ccccc4n3C2)cc1 returned Bcl-B Bim block -9, ABCG2 block 0, GSH bead fluor 38, Avidin bead fluor 17, Bim-Bfl-1 -12, ABCB1 inh 0.3, Bcl-2 Bim block -6, RGS7-Gao 99, Bcl-W Bim block -1, Bim-Bcl-XL 0 and RGS4-Gao reg 103.
CCCn1c(=S)[nH]c2ccc(C(F)(F)F)cc21 was read as Bcl-B Bim block -55, ABCG2 block 0, GSH bead fluor 15, Avidin bead fluor 9, Bim-Bfl-1 6, ABCB1 inh -0.4, Bcl-2 Bim block -3, RGS7-Gao 97, Bcl-W Bim block -2, Bim-Bcl-XL -15 and RGS4-Gao reg 92.
Screening CCOC(=O)c1c(NC(=O)/C=C/C(=O)O)sc(C)c1-c1ccc(F)cc1 returned Bcl-B Bim block -4, ABCG2 block 1, GSH bead fluor 16, Avidin bead fluor 7, Bim-Bfl-1 -5, ABCB1 inh 0.3, Bcl-2 Bim block -3, RGS7-Gao 140, Bcl-W Bim block -4, Bim-Bcl-XL -3 and RGS4-Gao reg 138.
O=C(Nc1nccs1)Oc1ccccc1 was read as Bcl-B Bim block -4, ABCG2 block 1, GSH bead fluor 14, Avidin bead fluor 11, Bim-Bfl-1 -3, ABCB1 inh 0.3, Bcl-2 Bim block -3, RGS7-Gao 100, Bcl-W Bim block -5, Bim-Bcl-XL -3 and RGS4-Gao reg 99.
O=C(O)CCOc1ccc2c(c1)OCCO2 was read as Bcl-B Bim block -5, ABCG2 block 0, GSH bead fluor 45, Avidin bead fluor 8, Bim-Bfl-1 -12, ABCB1 inh -0.1, Bcl-2 Bim block -6, RGS7-Gao 99, Bcl-W Bim block 1, Bim-Bcl-XL -4 and RGS4-Gao reg 101.
For CCc1nnc(NC(=O)C(NS(=O)(=O)c2ccc3c(c2)OCCO3)C(C)C)s1 (stereo unspecified) the results were Bcl-B Bim block -8, ABCG2 block 4, GSH bead fluor 28, Avidin bead fluor 13, Bim-Bfl-1 -10, ABCB1 inh 0.9, Bcl-2 Bim block -13, RGS7-Gao 104, Bcl-W Bim block -1, Bim-Bcl-XL -6 and RGS4-Gao reg 100.

Gathered by group: those above with a CF3 group
`CCC(=NCCc1c(C)[nH]c2ccc(OC(F)(F)F)cc12)C1=C(O)CC(c2ccccc2)CC1=O` (stereo unspecified) gave Bcl-B Bim block -27, ABCG2 block 6, GSH bead fluor 12, Avidin bead fluor 21, Bim-Bfl-1 -2, ABCB1 inh 1.7, Bcl-2 Bim block 0, RGS7-Gao 101, Bcl-W Bim block 1, Bim-Bcl-XL -2 and RGS4-Gao reg 107.
Cn1c(C(=O)O)cnc1Sc1ncc(C(F)(F)F)cc1Cl was read as Bcl-B Bim block -3, ABCG2 block -1, GSH bead fluor 9, Avidin bead fluor 11, Bim-Bfl-1 -4, ABCB1 inh 0.0, Bcl-2 Bim block -4, RGS7-Gao 97, Bcl-W Bim block -2, Bim-Bcl-XL -2 and RGS4-Gao reg 100.
CCCn1c(=S)[nH]c2ccc(C(F)(F)F)cc21 was read as Bcl-B Bim block -55, ABCG2 block 0, GSH bead fluor 15, Avidin bead fluor 9, Bim-Bfl-1 6, ABCB1 inh -0.4, Bcl-2 Bim block -3, RGS7-Gao 97, Bcl-W Bim block -2, Bim-Bcl-XL -15 and RGS4-Gao reg 92.

Bioassay records (PubChem BioAssay)
